Source: PubChem BioAssay (several laboratories)
PKA-R1A activ – activates the PKA-R1A holoenzyme complex; P00514+P68181; PKA-R1A dissociation, Cy5-IP20 fluorescence polarization; scaled: DMSO 0%, 113 µM cGMP 100%; activation, % at 11.4 µM; actives 0.083% (n = 340,000); AID 504707;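 active = percent activation above the mean of all tested compounds plus 3 SD, cut at about 19% in these data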;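 note: higher means more PKAc released from R1A so a rise in polarization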
PfHsp90 yeast 2 – reduces growth (ATP signal) of yeast expressing P. falciparum Hsp90; actives 0.32% (n = 310,000); inhibition, % at 9.4 µM; S. cerevisiae expressing PfHsp90, BacTiter-Glo ATP, 48 h; yeast lacking PDR1 and PDR3 efflux regulators;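 active = every replicate shows inhibition above about 80%, whatever the replicate mean, limit read from the data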;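 note: 0% = DMSO neutral controls and 100% = 20 µM radicicol positive controls; yeast relying on Plasmodium falciparum Hsp90 in place of its own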
MOR-DOR inv ag – inverse agonist of human OPRM1-OPRD1 heterodimerization; actives 0.21% (n = 340,000); inhibition, % at 9.3 µM; cell-based MOR-DOR heterodimer luminescence, inverse agonism; in the data active = inhibition above about 22%, passing the limit was not always enough;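 note: 0% = cells with DMSO and 100% = wells without cells with DMSO; values of inactives mirror those of a sister screen read the other way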
Mot1-301 SUMO – SUMOylation pathway inhibition by Mot1-301 growth rescue | S. cerevisiae Mot1-301 growth rescue, ATP luminescence, 38.5C; percent above DMSO median, 100 means doubled | actives 1% (n = 320,000) | AID 2716 | growth rescue, % at 18.8 µM;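 active = every valid replicate shows activation above 250% relative to neutral control wells; inactive = the rest, any valid replicate at or below 250%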;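 note: OY570 slx delta 5 strain wells were the positive control but not used for scaling; some compounds called inactive have numbers as strong as hits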
HTR5A inv ctr – inverse agonist of human HTR5A in OPRM1-OPRD1 counter-screen; inhibition, % at 9.3 µM; actives 0.083% (n = 340,000); P47898; HTR5A cell line, luminescence, inverse agonism; AID 504634; in the data active = inhibition mostly above about 23%, no sharp cut-off; inactive = mostly below about 18%;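 note: 0% = cells with DMSO and 100% = no-cell wells with DMSO; some compounds called inactive have numbers as strong as hits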
Target sequence (P47898 whole entry, looked up): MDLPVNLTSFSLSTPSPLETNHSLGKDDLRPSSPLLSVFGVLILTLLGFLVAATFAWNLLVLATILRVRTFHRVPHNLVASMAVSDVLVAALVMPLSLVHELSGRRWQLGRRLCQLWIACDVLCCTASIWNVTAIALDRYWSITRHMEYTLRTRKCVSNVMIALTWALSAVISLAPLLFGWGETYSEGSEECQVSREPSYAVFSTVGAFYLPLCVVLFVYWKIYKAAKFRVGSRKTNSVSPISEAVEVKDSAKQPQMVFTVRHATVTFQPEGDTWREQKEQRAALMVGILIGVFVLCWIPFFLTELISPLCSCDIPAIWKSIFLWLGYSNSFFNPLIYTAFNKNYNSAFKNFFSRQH
Tat export inh – inhibitors of E. coli Tat protein transport; E. coli MC4100 TorA-mCherry Tat export, fluorescence; inhibition, % at 10 µM; actives 0.036% (n = 340,000);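 active = mean replicate inhibition at least 50% and at least half of replicates individually reaching 50%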;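 note: exported cargo escapes ClpAP degradation while cytoplasmic cargo is degraded and loses fluorescence; 0% = median of neutral control wells and 100% = median of NaSCN control wells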
phage Ecoli inh – E. coli growth loss with phage present; growth absorbance; inhibition, % at 11.9 µM; actives 0.26% (n = 360,000); AID 651602; in the data active = inhibition above about 11%
MOR-DOR ag – agonists of human mu-delta opioid receptor heterodimerization; cells, OPRM1-OPRD1 heterodimerization, luminescence; activation, % at 9.3 µM; P35372+P41143; actives 0.3% (n = 340,000); in the data active = activation above about 18%;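 note: 0% = vehicle-treated cells and 100% = reference agonist; values of inactives mirror those of a sister screen read the other way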
AddAB inh – less growth of phage-infected E. coli with AddAB. E. coli expressing H. pylori AddAB, absorbance growth. inhibition, % at 11.9 µM. actives 0.29% (n = 330,000); in the data active = inhibition above about 12%;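 note: 0% = vehicle wells of infected cells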
E coli growth – counter-screen for AddAB inhibitors: E. coli growth inhibition; actives 0.27% (n = 330,000); inhibition, % at 11.9 µM; AID 449728; E. coli V3065 growth, OD600 absorbance, 18 h;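 active = inhibition above the campaign's mean inhibition across all tested compounds plus 3 SD, cut at about 9.9% in these data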;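 note: uninfected addAB+ strain grown without phage in ampicillin broth; 0% = DMSO wells and 100% = ciprofloxacin 0.95 µg/ml wells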
PKA-R2B act – activates the human PKA-R2B holoenzyme complex. actives 0.079% (n = 340,000). AID 504700. P22694+P31323. activation, % at 11.4 µM. PKA-R2B holoenzyme dissociation, Cy5-IP20 fluorescence polarization; R2B truncated from residue 108, S112A mutant; 0% DMSO only, 100% 113 µM cGMP;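 active = activation above a cutoff set at the mean over all compounds plus 3 SD, cut at about 18% in these data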;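 note: higher means more holoenzyme dissociation and a rise in polarization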
Target sequence (P31323 whole entry, looked up, other chains not shown, the tested form may be a part): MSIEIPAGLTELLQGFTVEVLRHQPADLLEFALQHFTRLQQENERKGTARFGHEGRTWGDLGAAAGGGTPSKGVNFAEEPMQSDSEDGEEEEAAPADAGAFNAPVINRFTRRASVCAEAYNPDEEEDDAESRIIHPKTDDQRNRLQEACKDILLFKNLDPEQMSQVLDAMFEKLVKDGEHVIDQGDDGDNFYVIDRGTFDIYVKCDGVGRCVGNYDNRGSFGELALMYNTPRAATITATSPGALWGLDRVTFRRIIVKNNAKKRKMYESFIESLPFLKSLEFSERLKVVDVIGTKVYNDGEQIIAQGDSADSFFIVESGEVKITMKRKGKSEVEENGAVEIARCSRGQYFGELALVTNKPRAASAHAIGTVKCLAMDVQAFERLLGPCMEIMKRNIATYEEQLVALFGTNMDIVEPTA
Starred values were filed as active, the others as inactive; · = not tested or not shown. Rows are unselected, and some 2.2% of all compounds hit somewhere here.

SMILES | PKA-R1A activ | PfHsp90 yeast 2 | MOR-DOR inv ag | Mot1-301 SUMO | HTR5A inv ctr | Tat export inh | phage Ecoli inh | MOR-DOR ag | AddAB inh | E coli growth | PKA-R2B act
O=c1cc(CSc2ccc(S(=O)(=O)N3CCCCC3)cn2)nc2sccn12 | 4 | -24 | 3 | 1 | 7 | 4 | 4.1 | -0.4 | -0.9 | -1.3 | -4
COc1ccc(Cc2noc(-c3ccc(C)cc3)n2)cc1 | 2 | · | -9 | 2 | -1 | 9 | 2.3 | 1.5 | 1.6 | 0.9 | -3
COC1(OC)N=C(N)C2(C#N)C(c3ccc(F)cc3)C12C#N (stereo unspecified) | 7 | 0 | 8 | 52 | -10 | -5 | 2.5 | -1.3 | 0.3 | -2.4 | -4
CC1(C)OC(=O)C(=CNC(CO)C(=O)O)C(=O)O1 (stereo unspecified) | -3 | 53 | 8 | 0 | -7 | -8 | 3.7 | -1.6 | 0.8 | -1.6 | -3
Cc1cc(SCC(=O)c2cccs2)n2nc(C)c(-c3ccc(Cl)cc3)c2n1 | 11 | 10 | 13 | -12 | 14 | 13 | 3.4 | -2.5 | 0.2 | -2.7 | -1
CCOC(=O)C1CCN(C(=O)c2ccccc2NS(=O)(=O)c2ccccc2)CC1 | 4 | -44 | -4 | -4 | -21 | -7 | 2.3 | 0.6 | -1.5 | -1.9 | 6
COc1cccc(CC(=O)N2CCN(S(=O)(=O)c3ccc(Br)cc3)CC2)c1 | 3 | 15 | -11 | 2 | -10 | -5 | 0.5 | 1.6 | -2.4 | -2.6 | -16
NS(=O)(=O)c1ccc(NS(=O)(=O)c2ccc3c(c2)OCCO3)cc1 | 3 | -24 | 4 | -19 | -14 | 1 | 0.3 | -0.8 | 3.4 | 3.5 | -2
Cc1cc(=O)c2c(C)ccc(C)c2[nH]1 | -12 | 1 | 11 | -4 | -10 | 5 | 5.9 | -2.0 | 4.4 | 4.2 | -17
Cc1ccc(CNc2ccc(N3CCOCC3)c(C(=O)O)c2)s1 | 0 | 10 | 11 | -5 | 18 | 8 | -0.2 | -2.2 | 1.1 | -2.5 | -3
O=C(COc1ccccc1[N+](=O)[O-])NNC(=O)Nc1cccc2ccccc12 | 7 | · | -4 | 2 | -14 | -10 | 5.5 | 0.5 | 2.1 | -1.3 | 0
C=CCn1c(-c2c(C)nc3cc(C)ccn23)n[nH]c1=S | 1 | 32 | 3 | -9 | -8 | 0 | 2.5 | -0.6 | -0.3 | -2.0 | 3
Cc1ccc(CN(Cc2cc3cc(C)ccc3[nH]c2=O)C(=O)N2CCOCC2)cc1 | 12 | · | 1 | -1 | 12 | 3 | 1.8 | -0.1 | -0.3 | -0.9 | -3
N#CCC(=O)N/N=C/c1cn(Cc2cccc3ccccc23)c2ccccc12 | -14 | -3 | 1 | -2 | -20 | 3 | 3.3 | -0.1 | 4.3 | 0.3 | -10
O=C(COC(=O)c1cccc(S(=O)(=O)NCc2ccccc2)c1)c1ccc2c(c1)OCCO2 | 18 | 2 | -35 | 16 | -11 | -6 | 3.6 | 4.8 | 1.0 | -1.5 | 11
CC(C)CC(=O)Nc1cccc(-c2csc(-c3ccccc3)n2)c1 | 6 | · | -9 | -2 | 13 | -2 | -0.2 | 1.8 | 3.1 | 0.6 | 1
COc1cccc(NC(=O)CCc2nnc3ccc(N4CCC(C)CC4)nn23)c1 | 1 | -27 | 9 | -5 | 7 | 2 | 2.7 | -1.7 | -0.1 | 0.4 | 1
CCCCNS(=O)(=O)C1CCS(=O)(=O)C1 (stereo unspecified) | 6 | 0 | -1 | 200 | 6 | 1 | 2.8 | 0.1 | 0.7 | 0.0 | 3
Cn1nnnc1SCC(=O)Nc1ccccc1C(=O)NC1CC1 | 1 | -21 | 2 | -3 | 0 | -6 | 3.6 | -0.4 | -1.3 | -0.6 | 1
CC1Cc2ccccc2N1C(=O)CSc1nc(-c2ccccc2)cs1 (stereo unspecified) | 4 | -3 | 6 | 32 | 20 | 3 | 3.1 | -0.9 | 2.8 | -0.4 | -5
CC(C)Oc1ccc(Br)cc1C(=O)N/N=C/c1c[nH]c2ccccc12 | -1 | -9 | -4 | 68 | 12 | 4 | -1.4 | 0.9 | 0.7 | -2.2 | -10

Retrieved by compound from the entries so far, two records:
SMILES | PKA-R1A activ | PfHsp90 yeast 2 | MOR-DOR inv ag | Mot1-301 SUMO | HTR5A inv ctr | Tat export inh | phage Ecoli inh | MOR-DOR ag | AddAB inh | E coli growth | PKA-R2B act
O=c1cc(CSc2ccc(S(=O)(=O)N3CCCCC3)cn2)nc2sccn12 | 4 | -24 | 3 | 1 | 7 | 4 | 4.1 | -0.4 | -0.9 | -1.3 | -4
CC(C)Oc1ccc(Br)cc1C(=O)N/N=C/c1c[nH]c2ccccc12 | -1 | -9 | -4 | 68 | 12 | 4 | -1.4 | 0.9 | 0.7 | -2.2 | -10

A draw from above in order of heavy-atom count, rising.
SMILES | PKA-R1A activ | PfHsp90 yeast 2 | MOR-DOR inv ag | Mot1-301 SUMO | HTR5A inv ctr | Tat export inh | phage Ecoli inh | MOR-DOR ag | AddAB inh | E coli growth | PKA-R2B act
CCCCNS(=O)(=O)C1CCS(=O)(=O)C1 (stereo unspecified) | 6 | 0 | -1 | 200 | 6 | 1 | 2.8 | 0.1 | 0.7 | 0.0 | 3
Cn1nnnc1SCC(=O)Nc1ccccc1C(=O)NC1CC1 | 1 | -21 | 2 | -3 | 0 | -6 | 3.6 | -0.4 | -1.3 | -0.6 | 1
CC(C)CC(=O)Nc1cccc(-c2csc(-c3ccccc3)n2)c1 | 6 | · | -9 | -2 | 13 | -2 | -0.2 | 1.8 | 3.1 | 0.6 | 1
CC1Cc2ccccc2N1C(=O)CSc1nc(-c2ccccc2)cs1 (stereo unspecified) | 4 | -3 | 6 | 32 | 20 | 3 | 3.1 | -0.9 | 2.8 | -0.4 | -5
COc1cccc(CC(=O)N2CCN(S(=O)(=O)c3ccc(Br)cc3)CC2)c1 | 3 | 15 | -11 | 2 | -10 | -5 | 0.5 | 1.6 | -2.4 | -2.6 | -16
N#CCC(=O)N/N=C/c1cn(Cc2cccc3ccccc23)c2ccccc12 | -14 | -3 | 1 | -2 | -20 | 3 | 3.3 | -0.1 | 4.3 | 0.3 | -10
CCOC(=O)C1CCN(C(=O)c2ccccc2NS(=O)(=O)c2ccccc2)CC1 | 4 | -44 | -4 | -4 | -21 | -7 | 2.3 | 0.6 | -1.5 | -1.9 | 6
Cc1ccc(CN(Cc2cc3cc(C)ccc3[nH]c2=O)C(=O)N2CCOCC2)cc1 | 12 | · | 1 | -1 | 12 | 3 | 1.8 | -0.1 | -0.3 | -0.9 | -3
